5HT1a ag = agonists of human 5-HT1a serotonin receptor. activation, % at 10 µM. P08908. 0.56% of 65,000 active. AID 567. CHO 5-HT1a Ga15 NFAT-bla reporter, FRET ratio; 0% basal, 100% maximal reference agonist;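 active = activation above the screen-wide mean activation plus 3 SD, cut at about 19% in these data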;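 also: 0% = DMSO wells and 100% = 5-CT at EC100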
Target sequence (P08908 whole entry, looked up): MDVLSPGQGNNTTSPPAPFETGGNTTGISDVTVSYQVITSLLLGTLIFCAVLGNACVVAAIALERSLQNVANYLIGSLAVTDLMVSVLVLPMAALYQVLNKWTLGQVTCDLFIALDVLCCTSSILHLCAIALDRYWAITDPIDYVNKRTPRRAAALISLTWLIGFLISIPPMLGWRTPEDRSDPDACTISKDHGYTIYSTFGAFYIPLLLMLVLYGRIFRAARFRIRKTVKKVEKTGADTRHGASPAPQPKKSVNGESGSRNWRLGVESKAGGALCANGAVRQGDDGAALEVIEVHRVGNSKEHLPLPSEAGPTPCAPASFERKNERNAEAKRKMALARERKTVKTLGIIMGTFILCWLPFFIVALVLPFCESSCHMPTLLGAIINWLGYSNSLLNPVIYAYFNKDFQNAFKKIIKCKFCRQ
Ec RNAP inh = blocks E. coli RNA polymerase transcription; P0A8V2; fluorescence transcription assay; inhibition, %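 (tested at 10 µM)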; 0.2% of 62,000 active; AID 559; in the data active = inhibition above about 20%;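 also: 0% = enzyme without compound and 100% = no enzyme blank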
NADH coupling = inhibitors of enzymes used to reach an NAD/NADH endpoint; coupled PK/LDH NADH assays, four targets; IC50, µM (top dose mostly 10 µM), for the others: at the highest dose inhibition; 0.02% of 65,000 active;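 active = single-dose screening hits from any of four coupled enzyme assays that gave an IC50 when retested across doses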;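 also: the DPM-DC format reads NADH fluorescence rather than 340 nm absorbance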
Hsp90 block = displaces geldanamycin probe from tumor Hsp90; NCI-N417 lysate Hsp90, Cy3B-geldanamycin FP displacement; inhibition, % at 30 µM; 0.35% of 64,000 active;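 active = inhibition above 50%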;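 also: 0% = tracer plus lysate wells and 100% = tracer alone without lysate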
M1 antag = M1 muscarinic receptor (rat) antagonism; CHO-M1 cells, Fluo-4 calcium, ACh EC80 antagonist mode; stronger effect = lower value; P08482; B-score at 10 µM; 3.4% of 64,000 active;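 active = calcium fluorescence response, raw or row-and-column corrected B-score, differing from the plate sample mean either way at a set confidence level, mostly lower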
Target sequence (P08482 whole entry, looked up): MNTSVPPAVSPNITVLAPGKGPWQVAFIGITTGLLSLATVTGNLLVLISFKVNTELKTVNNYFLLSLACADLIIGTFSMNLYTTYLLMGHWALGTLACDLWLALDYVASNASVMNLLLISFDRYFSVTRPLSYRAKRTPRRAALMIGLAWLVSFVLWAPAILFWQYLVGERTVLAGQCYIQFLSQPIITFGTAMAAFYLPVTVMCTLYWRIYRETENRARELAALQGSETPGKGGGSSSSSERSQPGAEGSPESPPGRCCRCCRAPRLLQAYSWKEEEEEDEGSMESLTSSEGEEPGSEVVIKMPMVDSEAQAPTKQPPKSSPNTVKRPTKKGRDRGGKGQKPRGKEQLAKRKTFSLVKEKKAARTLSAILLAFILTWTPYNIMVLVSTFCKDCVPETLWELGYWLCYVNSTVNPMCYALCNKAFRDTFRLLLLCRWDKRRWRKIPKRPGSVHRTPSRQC
M1 agonist = agonists of M1 muscarinic receptor. 3% of 64,000 active. B-score at 10 µM. AID 626. CHO-M1 cells, Fluo-4 calcium fluorescence, agonist mode; stronger effect = higher value;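 active = fluorescence rise, raw or as B-score row- and column-corrected plate score, outside the 99.7% band of its plate's samples, either direction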
D1 allo mod = allosteric modulators of human D1 dopamine receptor; P21728; HEK293 D1, CRE-luciferase, dopamine EC30 potentiation; actives deviate in either direction; B-score at 10 µM; 5.9% of 58,000 active; AID 641;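 active = luminescence count or its row- and column-corrected plate score outside the 99.7% band of the plate's sample wells, on either side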
Her2 expr inh = lowers expression of human Her2 kinase. P04626. SKBR-3 HER2 protein level, AlphaScreen, 18-24 h; stronger effect = lower value. HER2 level % of control, % at 10 µM. 0.69% of 65,000 active;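 active = HER2 level under 5% of the carrier-only control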;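 also: 100% = DMSO carrier and 0% = 500 nM PU-H71 HSP90 inhibitor; lower value means stronger loss of Her2 protein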
Autofluor 339 = intrinsic fluorescence of library compounds, ex339/em460 – biochemical, MLSMR library, data from DPM-DC assay, artefact control, profiling panel. compound autofluorescence, ex339/em460 nm, NADH buffer; stronger effect = higher value; 1 = no-compound wells, NADH background. fluorescence fold increase at 10 µM. 5.5% of 65,000 active;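 active = at 10 µM, mean starting fluorescence two-fold or more over control wells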;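 also: signal is the first read of a kinetic run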
An asterisk follows results filed as active; . = not tested or not shown; [ ] = dose if it differs, or a comment.

SMILES | 5HT1a ag | Ec RNAP inh | NADH coupling | Hsp90 block | M1 antag | M1 agonist | D1 allo mod | Her2 expr inh | Autofluor 339
OC(COCC1COc2ccccc2O1)CN1CCN(c2ccccn2)CC1 (centres undefined) | 13 | 1 | 5% | -3 | -0.051 | 0.044 | . | 80 | 1.1
Cc1cc(=O)oc(C)c1C(=O)NCCCN1C(C)CCCC1C (centres undefined) | -0.2 | 3 | 6% | -1 | -0.56 | -0.067 | 0.82 | 82 | 1.1
COc1cccc(C(=O)NC2CCN(CC(=O)NCc3ccccc3OC)CC2)c1 | 0.3 | 9 | 7% | -5 | 0.54 | -0.42 | -0.29 | 100 | 1.1
CCOC(=O)CN1C(=O)C(O)(CC(=O)c2ccco2)c2ccccc21 (centres undefined) | -0.3 | 0 | 2% | -6 | -0.35 | -0.02 | -0.85 | 83 | 1
O=C(Nc1ccc(Cl)cc1)NC1CCCC1Cc1ccco1 (centres undefined) | -3.8 | -6 | 6% | -2 | -2.1* | 4.8* | -1.6 | 26 | 1.2
CCOC(=O)C1=C(C)NC(=O)NC1c1cc2c(cc1Br)OCO2 (centres undefined) | -2.4 | 9 | 3% | -1 | 1.2 | -0.44 | 0.23 | 95 | 1.1
CCOC(=O)c1sc2ncn(CC(=O)N(CC)CC)c(=O)c2c1C | -1.4 | 5 | 7% | -2 | 0.92 | -1 | . | 100 | 1.1
CC(NC(=O)c1ccccc1NC(=O)c1ccco1)c1ccccc1 (centres undefined) | -0.5 | 5 | 4% | -3 | -0.53 | -0.35 | -0.07 | 98 | 1.2
CCN(C(=O)c1cc2cc3ccc(C)cc3nc2o1)c1ccc(OC)cc1 | -2.0 | 8 | 3% | -1 | -0.24 | -0.28 | 0.084 | 60 | 1.2
O=C(CN(CCN1CCOCC1)C(=O)Cn1nnc(-c2ccc(F)cc2)n1)NC1CCCCC1 | -1.4 | 9 | 9%[fluoresces] | -1 | 0.29 | 0.32 | 0.023 | 118 | 3.6*
COC(=O)c1[nH]c2ccccc2c1NC(=O)Oc1ccccc1 | 0.7 | 8 | 10% | -4 | -0.069 | -0.56 | -0.016 | 100 | 2.3*
Cc1ccc(OCCSc2nnc(-c3ccncc3)n2C)cc1 | -2.0 | 5 | 4% | -4 | -0.19 | -0.26 | -0.89 | 81 | 1.1
COc1cccc(C(=O)Nc2ccc(N(C)C)cc2)c1OC | -2.1 | -4 | 3% | 4 | -0.0018 | -0.94 | -0.028 | 101 | 1.1
CCSc1nnc(Cn2c(=O)sc3ccccc32)n1C | -0.2 | 5 | 3% | 0 | -0.41 | -0.12 | 0.051 | 109 | 1.1
Cc1ccc(S(=O)(=O)N2CCC(C(=O)N[C@H](C(=O)NCC3CCCO3)C(C)C)CC2)cc1 (some centres undefined) | -4.2 | 9 | 9% | -1 | 0.43 | 0.39 | -0.64 | 108 | 1.1
CCC(Sc1nc2ccccc2s1)C(=O)Nc1nnc(C)s1 (centres undefined) | . | 3 | 1% | . | -0.53 | 0.38 | 0.54 | 102 | 1.1
O=C(O)CCCNCc1ccccc1F | -3.0 | 9 | 5% | -1 | 0.42 | 0.72 | -1.3 | 91 | 1.1
O=C(Nc1ccc2c(c1)OCCO2)c1ccc(Br)o1 | -3.2 | -1 | 4% | -7 | 0.35 | -0.69 | . | 144 | 1.1
CC(=O)c1c(N2CCOCC2)nc(=S)n(-c2cc(C)ccc2C)c1C | -1.3 | 3 | 5% | -5 | -0.43 | 0.63 | -0.26 | 116 | 1.1
CCC(C)N(C(=O)COC(=O)c1[nH]c(C)c(C(C)=O)c1C)C1CCS(=O)(=O)C1 (centres undefined) | -0.3 | 7 | 4% | . | 0.1 | 0.71 | . | 188 | 1.1
CCN(CC)C(=O)CCC(=O)Nc1ccc(C(=O)OC)cc1 | -3.5 | 1 | 3% | -1 | -0.052 | 0.29 | . | 72 | 0.96
O=C(O)C1C2C=CC3(CN(c4cccc(C(F)(F)F)c4)C(=O)C13)O2 (centres undefined) | 1.3 | 6 | 1% | -6 | 0.89 | 2 | -1.1 | 99 | 1.1
O=C(CSc1nc(-c2ccc(F)cc2)cc(C(F)(F)F)n1)NCCN1CCOCC1 | -2.6 | . | 8% | 0 | -0.11 | 0.46 | -0.94 | 88 | 1.1
Cc1nc2c(=O)n(C)c(=O)[nH]c2n1Cc1ccccc1 | -0.7 | 12 | 4% | -7 | 1.2 | -0.0034 | -0.31 | 73 | 1.4
NC(=O)C1CCN(C(c2ccccc2Cl)c2nnnn2CC2CCCO2)CC1 (centres undefined) | 1.6 | -3 | 0% | 0 | -0.98 | 0.1 | 1 | 94 | 1.1
COc1cc(C(=O)NCCc2nc3ccccc3n2C)cc(OC)c1OC | 0.6 | . | 1% | . | -1 | -1.6 | -1 | 135 | 1.1
O=C(CN1CCN(c2ccccn2)CC1)Nc1cccc(C(F)(F)F)c1 | -0.3 | -3 | 3% | . | -1.1 | -0.014 | . | 57 | 0.85
Cc1ccc(CC2CC(=O)N(c3cc(C)on3)C2=O)cc1 (centres undefined) | -2.6 | 7 | 11% | -3 | -0.45 | 0.77 | -0.75 | 115 | 1.1
CCOc1ccccc1NC(=O)c1nc[nH]c1C(=O)Nc1ccccc1OCC | -4.5 | -3 | 10%[fluoresces] | -2 | -1.3 | -0.26 | 0.15 | 69 | 5.2*
OC(CNCc1ccco1)COc1ccccc1 (centres undefined) | -3.0 | 11 | 5% | -3 | 1.1 | 0.013 | -0.27 | 116 | 1.1
CCN1C(=O)/C(=C2/C=CC=CN2C)SC1=S | -2.4 | 10 | 5% | -3 | -1.3 | -0.092 | -0.78 | 167 | 0.95
CCn1c(CCn2ccnc2C)n[nH]c1=S | 0.7 | 1 | 5% | 2 | -7.3* | 53* | 0.097 | 82 | 1.1
Cc1oc(C(=O)O)cc1COc1ccccc1Cl | -2.6 | 6 | 4% | -2 | 0.25 | -0.28 | -0.086 | 94 | 1.1
CCCOc1ccc(N2C(=O)CC(NCCCN3CCC(C(N)=O)CC3)C2=O)cc1 (centres undefined) | -0.7 | 2 | 4% | -5 | -0.11 | 0.0045 | -0.46 | 124 | 1.1
Cc1nccn1-c1ccc(C(F)(F)F)cc1NC=O | -3.9 | 6 | 7% | -1 | -0.02 | -1.2 | . | 88 | 1.1
Cc1cc(C(=O)Nc2sc3c(c2C#N)CCC(C)C3)cs1 (centres undefined) | 1.4 | . | 8% | -17 | 0.067 | -0.67 | -0.48 | 88 | 2*
COc1ccc(C2OC(=O)CC2C(=O)NC(C)C)cc1 (centres undefined) | -0.7 | 6 | 7% | 1 | 0.49 | 0.2 | 0.24 | 116 | 1.1
CC(=O)c1ccc(NC(=O)CSc2nc3nc(C)cc(C)n3n2)cc1 | -3.2 | 6 | 2% | -3 | -0.26 | -0.49 | 1.1 | 106 | 1
CCN(CC)C(=O)C1CCCN(C/C=C/c2ccccc2)C1 (centres undefined) | -2.7 | 5 | 20% | -2 | -2.7* | 4 | -1.5 | 106 | 1.1
CC(C)C(NC(=O)c1ccccc1NC(=O)c1ccco1)C(=O)O (centres undefined) | 2.1 | 5 | 2% | -4 | 0.36 | -0.88 | 0.43 | 80 | 1.1
Nc1nonc1-c1nc2ccccc2n1CC(=O)NC1CCCC1 | -0.8 | 4 | 1% | -4 | 0.033 | -0.32 | . | 105 | 0.95
CC(C)Oc1ccccc1C1CC(=O)Nc2cc3c(cc21)OCCO3 (centres undefined) | -4.9 | -1 | 5% | 1 | 0.48 | 1.5 | 2.3* | 66 | 1.1
Cc1cccc(C)c1NC(=O)N1C2CCCC1CC(NC(=O)C(C)(C)C)C2 (centres undefined) | -4.7 | 7 | 11% | 0 | -2.2 | -0.11 | 0.18 | 93 | 1
CCn1ncc(C2=NOC(C(=O)NCc3ccc(OC)cc3)C2)c1C (centres undefined) | -0.3 | 0 | 2% | -3 | -0.041 | -0.51 | 0.018 | 70 | 1.1
COc1ccc(-c2nnn(CC(=O)c3c[nH]c4ccccc34)n2)cc1OC | -0.3 | 4 | 0% | -4 | 0.048 | -0.053 | 8.1* | 95 | 1.1
O=C(CCSc1nnc(-c2ccncc2)o1)Nc1ccccc1 | -2.0 | 7 | 1% | -1 | -0.72 | -0.093 | -0.8 | 126 | 1
CN(C)c1ccc(NC(=O)CC2NCCNC2=O)cc1 (centres undefined) | -0.5 | 7 | 4% | 2 | 0.99 | -1.3 | 0.29 | 92 | 1.1
Cc1cc(C)cc(OCC(O)CN2C(=O)NC(C)(C)C2=O)c1 (centres undefined) | -4.1 | 0 | 7% | 2 | 0.86 | 0.66 | 0.031 | 102 | 1.1
CCN(CC)c1ccc(C(=O)OCC(=O)c2ccco2)cc1 | -1.8 | 5 | 4% | -2 | -0.87 | 1.2 | -0.05 | 74 | 1
CCOC(=O)C1=C(C)NC2=C(C(=O)CC(C)(C)C2)C1c1ccc2c(c1)CCCN2C (centres undefined) | -1.3 | 2 | 13% | -2 | -1.5 | -0.69 | 0.55 | 90 | 1.6
c1ccc(-c2cc(-c3nc(-c4ccccn4)no3)c3ccccc3n2)cc1 | -1.3 | 9 | 8% | -1 | 0.51 | -0.69 | 1.1 | 86 | 1.3
CCOC(=O)c1c(CN2CCN(C)CC2)oc2ccc(OC)cc12 | -0.3 | 7 | 5% | -4 | -0.64 | -0.0084 | -0.79 | 111 | 1.1
O=C1c2ccccc2C(O)(Cc2ccccc2)N1C1CCCCC1 (centres undefined) | 1.6 | 9 | 1% | 1 | 0.55 | -0.32 | 0.71 | 96 | 1.1
Cc1cc(C)n(CC(O)COCc2ccccc2)n1 (centres undefined) | -1.9 | 3 | 4% | 1 | 0.38 | 0.25 | -0.36 | 99 | 1.1
CN1CCC(N(C)CC(=O)Nc2cccc(Oc3ccccc3)c2)CC1 | -5.6 | 4 | 9% | -1 | -2.8* | 0.28 | -0.53 | 93 | 1.1
COc1cccc(N2CCN(CC(=O)NCc3cccs3)CC2)c1 | -0.9 | -12 | 2% | -1 | -1.5 | 0.94 | -0.49 | 97 | 1
C=CCn1c(SCCCC)nc(O)cc1=O | -3.5 | -5 | 9% | -2 | -0.046 | -0.081 | 3.6* | 104 | 1.1
CN1CCC2(CC1)NC(=O)NC2=O | -1.8 | 5 | 5% | 0 | 0.054 | -0.87 | -0.071 | 90 | 0.98
COc1ccc(C(c2nnnn2Cc2cccs2)N2CCN(c3ccccc3)CC2)cc1OC (centres undefined) | -0.9 | 3 | 3% | -5 | 0.07 | -0.46 | -0.084 | 101 | 1.1

High-throughput results from PubChem.
